SENP6 inh: inhibitors of human SENP6 protease; Q9GZR1; Recombinant SENP6 catalytic domain, aminoluciferin luminescence; inhibition, % at 10 µM; 1.8% of 330,000 active;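 active = inhibition above about 50% at the single tested dose, limit read from the data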;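 also: plate controls were DMSO wells with enzyme for no effect and DMSO wells lacking enzyme for full effect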
Target sequence (Q9GZR1 628-1112 limits assumed): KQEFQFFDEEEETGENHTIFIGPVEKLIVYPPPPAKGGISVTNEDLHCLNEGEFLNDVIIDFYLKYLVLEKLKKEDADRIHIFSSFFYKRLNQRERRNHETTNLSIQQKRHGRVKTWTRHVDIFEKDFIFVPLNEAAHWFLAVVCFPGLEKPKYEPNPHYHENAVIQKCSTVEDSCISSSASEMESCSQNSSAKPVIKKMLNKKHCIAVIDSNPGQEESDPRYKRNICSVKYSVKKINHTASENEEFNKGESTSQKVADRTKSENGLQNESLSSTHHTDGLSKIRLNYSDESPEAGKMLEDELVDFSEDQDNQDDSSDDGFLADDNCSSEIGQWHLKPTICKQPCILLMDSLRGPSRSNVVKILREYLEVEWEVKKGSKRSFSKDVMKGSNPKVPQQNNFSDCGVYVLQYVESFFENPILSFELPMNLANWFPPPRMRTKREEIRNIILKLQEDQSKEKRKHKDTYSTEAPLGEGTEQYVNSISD
PfG6PD inh: PfG6PD (Plasmodium falciparum) enzyme inhibition | PfGluPho enzyme, NADPH resazurin-diaphorase fluorescence | inhibition, % at 20 µM | 0.78% of 350,000 active;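 active = inhibition reaching at least a set limit at 20 µM in the primary screen, cut at about 59% in these data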;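 also: 0% = DMSO wells with substrate and 100% = DMSO wells lacking glucose-6-phosphate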
SENP8 block-1: blocks the human protease SENP8 | Q96LD8 | purified SENP8, Z-RLRGG-aminoluciferin cleavage, luminescence | inhibition, % at 10 µM | 1.2% of 330,000 active | AID 2540; in the data active = inhibition above about 50%
HKDC1 inhibitor: HKDC1 (human) hexokinase inhibition; Q2TB90; recombinant HKDC1, G6PDH/diaphorase resazurin coupled fluorescence; inhibition, % at 20 µM; 0.16% of 340,000 active;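 active = inhibition above about 35% when tested at 20 µM, limit read from the data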;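 also: plate controls were DMSO wells with enzyme for no effect and DMSO wells lacking enzyme for full effect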
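Test system: recombinant HKDC1 (HK5) hexokinase enzyme, produced in-house; Amount: enzyme 5 µg/mL final; Buffer or medium: Tris pH 8.0 buffer with MgCl2, Tween-20, BSA, BME; Reagent: glucose and ATP substrates; Doses: 20 µM test compound, 1% DMSO; Incubation: 90 min reaction incubation at room temperature, dark; Detection: resorufin fluorescence at 613 nm.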
SENP1 inh: blocks the human SENP1 SUMO protease catalytic domain; Q9P0U3; recombinant SENP1 catalytic domain, CyPet-SUMO1-YPet FRET cleavage; inhibition, % at 10 µM; 0.21% of 360,000 active;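 active = inhibition at least 30% at 10 µM, raw YFP signal under a set limit, fluorescence ratio 0.5 to 1.5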;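 also: 0% = enzyme with DMSO and 100% = no enzyme wells; some results filed as inactive read as strong as hits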
Target sequence (Q9P0U3 419-644 limits assumed): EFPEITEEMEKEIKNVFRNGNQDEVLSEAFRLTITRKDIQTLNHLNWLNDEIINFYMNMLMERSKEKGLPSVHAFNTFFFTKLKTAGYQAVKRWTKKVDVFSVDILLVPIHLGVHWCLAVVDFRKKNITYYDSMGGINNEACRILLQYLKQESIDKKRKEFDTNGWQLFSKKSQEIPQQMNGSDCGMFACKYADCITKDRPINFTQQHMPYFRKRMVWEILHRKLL
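Controls: no-enzyme wells low, DMSO-plus-enzyme wells high control. Test system: human recombinant His6-tagged SENP1 catalytic domain enzyme. Reagent: SFCypet-SUMO1-SFYpet FRET protein substrate, 25 nM final. Doses: one dose per compound, 10 µM, 0.5% DMSO. Detection: FRET, CFP and YFP emission. Timing: 50 min reaction at room temperature.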
SENP8 block-2: inhibitors of human SENP8 protease; Q96LD8; recombinant SENP8, Nedd8 substrate fluorescence; inhibition, % at 20 µM; 0.64% of 360,000 active; AID 602440; in the data active = inhibition mostly above about 40%, no sharp cut-off; inactive = mostly below about 27%
SENP7 block: SENP7 protease inhibition; Q9BQF6; recombinant SENP7, Z-RLRGG-aminoluciferin luminescence, 40 min; inhibition, % at 5 µM; 1.5% of 330,000 active; AID 434973;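 active = inhibition above about 50% at the single test dose, limit read from the data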;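 also: plate controls were DMSO with enzyme for no effect and no enzyme buffer wells for full effect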
Target sequence (Q9BQF6 706-1050 limits assumed): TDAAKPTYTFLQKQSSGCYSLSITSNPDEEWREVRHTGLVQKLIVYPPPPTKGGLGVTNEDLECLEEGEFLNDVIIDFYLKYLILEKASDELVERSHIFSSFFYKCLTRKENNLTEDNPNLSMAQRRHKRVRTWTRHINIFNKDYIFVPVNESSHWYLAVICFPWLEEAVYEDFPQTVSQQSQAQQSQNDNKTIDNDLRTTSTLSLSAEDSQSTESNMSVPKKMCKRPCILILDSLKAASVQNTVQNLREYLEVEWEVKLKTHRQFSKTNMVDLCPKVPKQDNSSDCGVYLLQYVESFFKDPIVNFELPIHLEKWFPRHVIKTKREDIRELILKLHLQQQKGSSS
Apaf-1 inh: blocks human Apaf-1 apoptosome activity; 0.71% of 330,000 active; inhibition, % at 20 µM; reconstituted apoptosome caspase-3 activity, DEVD-Rh110 fluorescence; active = inhibition of at least 40% at 20 µM;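 also: plate controls were DMSO wells for no effect and DEVD-CHO caspase inhibitor wells for full effect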
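Material: reconstituted apoptosome with Apaf-1, cytochrome c, caspase-9, procaspase-3, dATP / Buffer or medium: pH 7.5 Hepes buffer with CHAPS, BSA, DTT / Also added: cytochrome c with DEVD-Rh110 / Schedule: compound with Apaf-1, dATP, procaspase-3 30 min, then 50 min reaction, room temperature / Technique: rhodamine 110 fluorescence at Ex 480/Em 540 nm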
* marks the source's active call; other numbers are inactive results.

Screening CCOC(=O)COc1ccc(Br)cc1C1NC(=O)NC(C)=C1C(=O)NCc1ccccc1 (stereo not drawn) returned SENP6 inh -14, PfG6PD inh 6, SENP8 block-1 1, HKDC1 inhibitor -4, SENP1 inh 0, SENP8 block-2 -4, SENP7 block 4 and Apaf-1 inh 1.
For CCn1c(CC(=O)Nc2ccccc2)nnc1SCC(=O)NC1=NCCS1 the results were SENP6 inh 6, PfG6PD inh -21, SENP8 block-1 -1, HKDC1 inhibitor 1, SENP1 inh -1, SENP8 block-2 4, SENP7 block 2 and Apaf-1 inh 4.
Screening C=CCNC(=O)COc1cc(C)ccc1C returned SENP6 inh -6, PfG6PD inh -5, SENP8 block-1 0, HKDC1 inhibitor -8, SENP1 inh 2, SENP8 block-2 3, SENP7 block 4 and Apaf-1 inh -1.
`CC(C)C(NS(=O)(=O)c1cccc2nsnc12)C(=O)N1CCc2ccccc2C1` (stereo not drawn) gave SENP6 inh -4, PfG6PD inh -7, SENP8 block-1 -4, HKDC1 inhibitor -4, SENP1 inh 0, SENP8 block-2 -4, SENP7 block 7 and Apaf-1 inh 5.
COc1cc(/C=C2\SC(=Nc3ccccc3)NC2=O)cc(Cl)c1O was read as SENP6 inh -12, PfG6PD inh 12, SENP8 block-1 0, HKDC1 inhibitor 14, SENP1 inh -21, SENP8 block-2 -41, SENP7 block -1 and Apaf-1 inh 6.
For O=C1c2ccccc2C(=O)c2cc(N3CCCCC3)ccc21 the results were PfG6PD inh 23, HKDC1 inhibitor 6, SENP1 inh 95* and SENP8 block-2 44*.
For CC1CCC(NC(=O)CSc2nncs2)CC1 (stereo not drawn) the results were SENP6 inh -7, PfG6PD inh 5, SENP8 block-1 -16, HKDC1 inhibitor -6, SENP1 inh 4, SENP8 block-2 -1, SENP7 block -8 and Apaf-1 inh -2.
Screening Cn1c(-c2ccc(F)cc2)cnc1NCc1ccccc1F returned SENP6 inh 7, PfG6PD inh -21, SENP8 block-1 1, HKDC1 inhibitor 1, SENP1 inh -4, SENP8 block-2 0, SENP7 block 2 and Apaf-1 inh 4.
`S=C1NC[C@H](CC2CCCCC2)N1CCc1cccc2ccccc12` gave SENP6 inh -22, PfG6PD inh 18, SENP8 block-1 -18, HKDC1 inhibitor 0, SENP1 inh 1, SENP8 block-2 10, SENP7 block -6 and Apaf-1 inh 36.
Screening CCOC(=O)CSc1nnc(-c2c[nH]c3ccccc23)o1 returned SENP6 inh 14, PfG6PD inh 17, SENP8 block-1 -7, HKDC1 inhibitor 4, SENP1 inh 2, SENP8 block-2 1, SENP7 block 10 and Apaf-1 inh -1.
`CCN(Cc1nc2cc(Cl)ccc2c(=O)[nH]1)C(=O)c1nn(C)c(=O)c2ccccc12` gave SENP6 inh 4, PfG6PD inh -10, SENP8 block-1 4, HKDC1 inhibitor -1, SENP1 inh -5, SENP8 block-2 24, SENP7 block 5 and Apaf-1 inh 1.
Screening C=CCN=C1S/C(=C\c2ccc(N(C)C)cc2)C(=O)N1CC=C returned SENP6 inh -13, PfG6PD inh 4, SENP8 block-1 -10, HKDC1 inhibitor -1, SENP1 inh -29, SENP8 block-2 -12, SENP7 block 8 and Apaf-1 inh 10.
Cc1ccc(S(=O)(=O)NC(Cc2ccc(Cl)cc2)C(=O)O)cc1 (stereo not drawn) was read as SENP6 inh -10, PfG6PD inh -19, SENP8 block-1 3, HKDC1 inhibitor -2, SENP1 inh 3, SENP8 block-2 -1, SENP7 block -1 and Apaf-1 inh -3.
`CCc1nc(SCC(=O)Nc2ccnc3ccccc23)n[nH]1` gave SENP6 inh -16, PfG6PD inh 3, SENP8 block-1 -5, HKDC1 inhibitor 1, SENP1 inh 1, SENP8 block-2 27, SENP7 block 2 and Apaf-1 inh -25.
`CC1(C)C2CCC(C2)C1(C)NC(=O)C[N+](C)(C)C` (stereo not drawn) gave SENP6 inh -7, PfG6PD inh -11, SENP8 block-1 -9, HKDC1 inhibitor -4, SENP1 inh -1, SENP8 block-2 10, SENP7 block -1 and Apaf-1 inh -6.
Screening O=C(N/N=C/c1ccc(O)c2ccccc12)c1cccnc1 returned SENP6 inh -10, PfG6PD inh 19, SENP8 block-1 -8, HKDC1 inhibitor 3, SENP1 inh 12, SENP8 block-2 -2, SENP7 block -8 and Apaf-1 inh 12.
`COc1ccc(S(=O)(=O)N2CCOCC2)cc1C(=O)N(C)CCOc1ccc(Cl)cc1` gave SENP6 inh -10, PfG6PD inh 1, SENP8 block-1 -13, HKDC1 inhibitor -5, SENP1 inh 0, SENP8 block-2 7, SENP7 block -5 and Apaf-1 inh 6.
`COc1ccccc1CNC(=O)CNC(=O)c1sc2ccccc2c1Cl` gave SENP6 inh -3, PfG6PD inh 12, SENP8 block-1 4, HKDC1 inhibitor 3, SENP1 inh -4, SENP8 block-2 5, SENP7 block 2 and Apaf-1 inh 18.
`Cc1cccc(N2CCN(C(=O)C3COc4ccccc4O3)CC2)c1C` (stereo not drawn) gave SENP6 inh -12, PfG6PD inh -6, SENP8 block-1 -13, HKDC1 inhibitor -4, SENP1 inh 2, SENP8 block-2 10, SENP7 block -6 and Apaf-1 inh 33.
Screening Cc1cccc(C)c1NC(=S)Nc1ccc(F)cc1 returned SENP6 inh -7, PfG6PD inh -9, SENP8 block-1 1, HKDC1 inhibitor -5, SENP1 inh 2, SENP8 block-2 -1, SENP7 block -2 and Apaf-1 inh -6.
For Cc1onc(-c2c(Cl)cccc2Cl)c1C(=O)Nc1nccs1 the results were SENP6 inh -16, PfG6PD inh 1, SENP8 block-1 0, HKDC1 inhibitor -4, SENP1 inh 1, SENP8 block-2 -1, SENP7 block -13 and Apaf-1 inh -8.
O=C(Cc1cccs1)Nc1ccc(F)cc1 was read as SENP6 inh 4, PfG6PD inh 15, SENP8 block-1 -6, HKDC1 inhibitor -4, SENP1 inh 0, SENP8 block-2 8, SENP7 block -6 and Apaf-1 inh 2.
Screening CCOc1ccc(-c2nnn(CCC#N)n2)cc1OC returned SENP6 inh -7, PfG6PD inh 11, SENP8 block-1 -9, HKDC1 inhibitor -7, SENP1 inh 1, SENP8 block-2 3, SENP7 block -8 and Apaf-1 inh -7.
CCOC(=O)C1C(=O)CC(C)(O)C(C(=O)OCC)C1c1ccc(Br)o1 (stereo not drawn) was read as SENP6 inh -2, PfG6PD inh 8, SENP8 block-1 1, HKDC1 inhibitor -1, SENP7 block 1 and Apaf-1 inh -2.
`COc1ccc(N(CC(=O)NCCSc2ccc(C)cc2)S(=O)(=O)c2ccccc2)c(OC)c1` gave SENP6 inh -10, PfG6PD inh 9, SENP8 block-1 6, HKDC1 inhibitor 3, SENP1 inh 2, SENP8 block-2 8, SENP7 block 1 and Apaf-1 inh 32.
For Cc1ccc(C(=O)/C=C/C(=O)O)cc1 the results were SENP6 inh -3, PfG6PD inh 9, SENP8 block-1 -1, HKDC1 inhibitor 0, SENP1 inh -1, SENP8 block-2 22, SENP7 block -1 and Apaf-1 inh 11.
Screening CCN1CCN(c2ccc(NC(=O)c3ccc(Br)o3)cc2)CC1 returned SENP6 inh 41, PfG6PD inh -5, SENP8 block-1 13, HKDC1 inhibitor -6, SENP1 inh -2, SENP8 block-2 11, SENP7 block 32 and Apaf-1 inh 6.
`COc1ccc(NS(=O)(=O)c2cc(NC(=O)C3CCCO3)ccc2N2CCCC2)cc1` (stereo not drawn) gave SENP6 inh 2, PfG6PD inh 3, SENP8 block-1 1, HKDC1 inhibitor -1, SENP1 inh 2, SENP8 block-2 19, SENP7 block -2 and Apaf-1 inh 0.
For CN(C)N1C(N)=C(C#N)C(c2ccc3c(c2)OCO3)C2=C1CC(C)(C)CC2=O (stereo not drawn) the results were SENP6 inh -6, PfG6PD inh 10, SENP8 block-1 3, HKDC1 inhibitor 2, SENP1 inh 2, SENP8 block-2 10, SENP7 block 3 and Apaf-1 inh -1.
`CC(C)(C)OC(=O)N1CCC[C@H]1C(=O)N/N=C/c1ccc2nccnc2c1` gave SENP6 inh -16, PfG6PD inh -10, SENP8 block-1 -5, HKDC1 inhibitor 2, SENP1 inh 1, SENP8 block-2 -16, SENP7 block 1 and Apaf-1 inh -10.
O=C(Nc1ccccn1)C1CCN(S(=O)(=O)c2ccc3ccccc3c2)CC1 was read as SENP6 inh 4, PfG6PD inh -11, SENP8 block-1 -4, HKDC1 inhibitor 4, SENP1 inh 2, SENP8 block-2 7, SENP7 block 9 and Apaf-1 inh 6.
Cc1ccnc(SCc2ccc([N+](=O)[O-])cc2)n1 was read as SENP6 inh -21, PfG6PD inh -3, SENP8 block-1 -12, HKDC1 inhibitor 1, SENP1 inh 1, SENP8 block-2 12, SENP7 block 4 and Apaf-1 inh -8.
`COc1ccc2c(C)cc(=O)[nH]c2c1` gave SENP6 inh -7, PfG6PD inh 6, SENP8 block-1 -3, HKDC1 inhibitor 2, SENP1 inh 0, SENP8 block-2 8, SENP7 block -2 and Apaf-1 inh -1.
O=C(OCC(=O)N1CCCC1)c1ccc(Cl)c([N+](=O)[O-])c1 was read as SENP6 inh 9, PfG6PD inh -2, SENP8 block-1 -1, HKDC1 inhibitor -5, SENP1 inh 1, SENP8 block-2 12, SENP7 block 8 and Apaf-1 inh 6.
For CCCCN(C(=O)c1cc(CC)c(C)s1)c1c(N)n(CC(C)C)c(=O)[nH]c1=O the results were SENP6 inh -14, PfG6PD inh 1, SENP8 block-1 5, HKDC1 inhibitor -3, SENP1 inh -5, SENP8 block-2 1, SENP7 block 4 and Apaf-1 inh 9.
COc1ccc(CCCc2nnc(SCC(=O)Nc3nccs3)n2C)cc1C was read as SENP6 inh -13, PfG6PD inh 5, SENP8 block-1 -1, HKDC1 inhibitor -1, SENP1 inh 2, SENP8 block-2 21, SENP7 block -6 and Apaf-1 inh 9.

Continued; it opens with the 2 that closed the last part.
For CCCCN(C(=O)c1cc(CC)c(C)s1)c1c(N)n(CC(C)C)c(=O)[nH]c1=O the results were SENP6 inh -14, PfG6PD inh 1, SENP8 block-1 5, HKDC1 inhibitor -3, SENP1 inh -5, SENP8 block-2 1, SENP7 block 4 and Apaf-1 inh 9.
COc1ccc(CCCc2nnc(SCC(=O)Nc3nccs3)n2C)cc1C was read as SENP6 inh -13, PfG6PD inh 5, SENP8 block-1 -1, HKDC1 inhibitor -1, SENP1 inh 2, SENP8 block-2 21, SENP7 block -6 and Apaf-1 inh 9.
Screening CCOc1ccc(NC(=O)c2ccc(-c3csc(C)n3)cc2)cc1 returned SENP6 inh 10, PfG6PD inh -10, SENP8 block-1 2, HKDC1 inhibitor -4, SENP1 inh 3, SENP8 block-2 -9, SENP7 block 1 and Apaf-1 inh 0.
`OC(COc1ccc(Cl)cc1Cl)Cn1ccnc1` (stereo not drawn) gave SENP6 inh 6, PfG6PD inh -8, SENP8 block-1 1, HKDC1 inhibitor 4, SENP1 inh -2, SENP8 block-2 18, SENP7 block 3 and Apaf-1 inh 2.
For CCCCC(=O)Nc1ccc(C(=O)Nc2ccc(S(=O)(=O)Nc3nccc(C)n3)cc2)cc1 the results were SENP6 inh -7, PfG6PD inh 32, SENP8 block-1 -1, HKDC1 inhibitor -3, SENP1 inh -8, SENP8 block-2 12, SENP7 block 0 and Apaf-1 inh 5.
Screening COc1cc(NC(=O)C2CC(c3ccccc3Cl)=NO2)cc(OC)c1OC (stereo not drawn) returned SENP6 inh -3, PfG6PD inh -7, SENP8 block-1 0, HKDC1 inhibitor 2, SENP1 inh 1, SENP8 block-2 10, SENP7 block -5 and Apaf-1 inh -8.

Screening results: PubChem, Sanford-Burnham Center for Chemical Genomics
